MITF primary: blocks human microphthalmia-associated transcription factor; O75030; AlphaScreen MITF homodimerization, bead proximity signal; inhibition, % at 2.6 µM; hit rate 0.91% among 650,000; AID 1259374; in the data active = inhibition above about 50%;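 also: 0% = vehicle wells with protein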
Target sequence (O75030 whole entry, looked up): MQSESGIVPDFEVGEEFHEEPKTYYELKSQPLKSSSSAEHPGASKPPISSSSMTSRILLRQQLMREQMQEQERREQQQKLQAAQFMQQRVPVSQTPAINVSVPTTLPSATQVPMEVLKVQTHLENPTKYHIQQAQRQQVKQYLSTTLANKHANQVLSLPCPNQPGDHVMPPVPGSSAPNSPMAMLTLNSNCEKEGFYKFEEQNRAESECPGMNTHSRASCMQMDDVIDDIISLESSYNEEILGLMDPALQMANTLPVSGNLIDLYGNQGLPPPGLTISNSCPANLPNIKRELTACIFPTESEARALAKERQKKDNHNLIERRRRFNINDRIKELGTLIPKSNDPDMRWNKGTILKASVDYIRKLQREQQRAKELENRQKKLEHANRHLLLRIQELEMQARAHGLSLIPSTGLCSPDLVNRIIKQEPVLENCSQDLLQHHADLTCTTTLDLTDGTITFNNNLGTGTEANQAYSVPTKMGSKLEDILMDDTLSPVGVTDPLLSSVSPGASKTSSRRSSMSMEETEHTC
GPR151 ag: activators of human GPR151 | Q8TDV0 | PathHunter beta-arrestin GPR151 cells, luminescence | activation, % at 11.2 µM | hit rate 1% among 650,000 | AID 1508602; in the data active = activation above about 4.9%;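 also: 0% = median of compound wells and 100% = cells with positive control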
Target sequence (Q8TDV0 whole entry, looked up): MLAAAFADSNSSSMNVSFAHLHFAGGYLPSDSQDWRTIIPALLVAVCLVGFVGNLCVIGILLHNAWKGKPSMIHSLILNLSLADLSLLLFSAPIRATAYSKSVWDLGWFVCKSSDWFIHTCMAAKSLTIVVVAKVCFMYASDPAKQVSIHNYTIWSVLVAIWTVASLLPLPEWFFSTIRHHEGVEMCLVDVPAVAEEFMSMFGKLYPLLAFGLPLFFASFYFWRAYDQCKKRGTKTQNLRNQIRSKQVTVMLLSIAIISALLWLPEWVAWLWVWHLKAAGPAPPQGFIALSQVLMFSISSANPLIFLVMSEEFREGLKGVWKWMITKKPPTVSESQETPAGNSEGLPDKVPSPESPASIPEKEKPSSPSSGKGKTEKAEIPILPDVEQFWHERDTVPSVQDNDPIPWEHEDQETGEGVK
FBW7 activator: human FBW7 E3 ligase activation, primary screen; hit rate 0.13% among 650,000; normalized activity (activation), % at 26.1 µM; Q969H0; AlphaScreen FBW7–phospho-cyclin E peptide binding, activator screen; AID 1259310; in the data active = normalized activity above about 1.9%;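 also: purified mutant Fbw7 with reduced substrate affinity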
TEAD-YAP block: TEAD-YAP interaction inhibition | HEK-TIYL cells, TEAD-Gal4/YAP UAS-luciferase luminescence | inhibition, % at 9.12 µM | hit rate 1.4% among 640,000; in the data active = inhibition above about 32%;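 also: 0% = median of test compound wells and 100% = reference inhibitor wells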
* = called active by the depositor; . = no result given.

The opening two records, ahead of the listing:
SMILES	MITF primary	GPR151 ag	FBW7 activator	TEAD-YAP block
O=C(NCc1cccnc1)c1cccc(-c2cccs2)c1	55*	-1.8	-0.2	2
COc1ccc(S(=O)(=O)n2cccn2)cc1	1	-0.3	0.1	-5

Main list, repeating the preview:
SMILES	MITF primary	GPR151 ag	FBW7 activator	TEAD-YAP block
O=C(NCc1cccnc1)c1cccc(-c2cccs2)c1	55*	-1.8	-0.2	2
COc1ccc(S(=O)(=O)n2cccn2)cc1	1	-0.3	0.1	-5
O=C(Nc1ccc2c(c1)CCC2)c1ncoc1-c1ccccc1	-1	-0.1	0.1	-7
O=C(c1ccccc1)N1CN(C(=O)c2ccccc2)CN(C(=O)c2ccccc2)C1	-13	1.1	0.1	-9
O=C(NCc1nnc2n1CCN(Cc1cccc(-c3ccco3)c1)CC2)c1cccc(F)c1	9	-0.8	0.5	-1
CC(=O)c1ccc(N2C(=O)CC(SCCO)C2=O)cc1 (stereo unspecified)	0	-0.6	0.2	2
CCOC(=O)C1CCCN(C(=O)C2CC(=O)c3sc(NC(=O)c4ccsc4)nc3C2)C1 (stereo unspecified)	7	1.2	0.0	4
COc1ccc(CCNC(=O)Nc2cccc(F)c2)cc1	-8	0.7	0.0	-7
Cc1cc(C)cc(C(=O)Nc2c3c(nn2-c2ccc(Cl)cc2)CS(=O)(=O)C3)c1	-5	0.2	-0.1	-4
CCN1C(=O)C2(c3ccccc31)c1c(oc3ccccc3c1=O)C(=O)N2CCO (stereo unspecified)	-4	0.9	0.0	2
O=C(O)CCC(=O)Nc1ccc(-c2ccccc2)cc1	16	1.3	0.1	4
Cc1sc(NC(=O)c2ccncc2)nc1-c1ccc2c(c1)CCN2C(=O)CC(C)(C)C	22	-0.8	0.3	-2
Cc1nn(C)c(C)c1-c1nc(NCCc2ccc(O)cc2)c2[nH]cnc2n1	8	0.0	0.0	-1
COC(=O)c1ccc(NC(=O)C2CC(=O)N(Cc3ccc4c(c3)OCO4)C(=Nc3cccc(C(F)(F)F)c3)S2)cc1 (stereo unspecified)	7	6.4*	0.0	-1
C=CCNC(=O)CSc1nnc(-c2ccncc2)n1-c1ccccc1Cl	-3	1.9	-0.1	-3
CC(=O)c1ccc(NC(=O)c2c(F)cccc2F)cc1	-16	-0.5	0.1	-68
CCOC(=O)CNc1c(-c2ccc(F)cc2)nc2cnccn12	-5	-0.1	0.2	9
Cc1cc(Nc2cccc(C(F)(F)F)c2)n2ncnc2n1	-1	1.0	0.0	3
CCOC(=O)C1=C(C)N=c2s/c(=C/c3cccc([N+](=O)[O-])c3)c(=O)n2C1c1ccc(OC(C)=O)cc1 (stereo unspecified)	3	-0.4	-0.1	0
CCCCc1nnc(SCC(=O)Nc2ccccc2)n1C	-4	4.2	-0.1	4
Cc1ccc(C(C)C)c(Oc2ccc(N3C(=O)C4C5C=CC(C5)C4(C)C3=O)cc2)c1 (stereo unspecified)	7	-0.6	0.0	-5
CN(C(=O)COC(=O)c1ccccc1SCC(=O)N1CCCC1)C1(C#N)CCCCC1	1	-0.4	-0.3	5
Cc1ccc(CNC(=O)CCCCCn2c(=O)[nH]c3ccccc3c2=O)cc1	12	0.5	1.5	2
Cc1ccc(Nc2nnc(SCC(=O)NC3CC3)s2)cc1	16	-0.7	0.2	5
CCOC(=O)c1c(N)sc2c(O)c(Br)ccc12	5	-1.1	-0.1	0
O=C1c2cccc3c([N+](=O)[O-])ccc(c23)C(=O)N1c1nccs1	10	-1.1	0.2	10
c1cc(N2CCOCC2)ccc1Nc1nc(NCCN2CCOCC2)nc2c1ncn2C1CCCCC1	46	-2.0	-0.3	-3
CCc1ccccc1NC(=O)CSC1=C(C#N)C(c2ccccc2OC)CC(=O)N1 (stereo unspecified)	0	-0.4	0.2	-4
CCc1cc2cc3c(cc2nc1SCC(=O)NC(C)(C)C)OCO3	13	1.7	0.1	38*
O=C(O)c1ccc2nc(CCc3nc4ccc(C(=O)O)cc4[nH]3)[nH]c2c1	0	-1.4	0.0	28
O=c1[nH]c2sc3c(c2c(=O)n1-c1cccc(Cl)c1)CCC3	9	2.4	0.0	3
CC(C)C(=O)OCC(=O)c1c(N)n(C)c(=O)n(C)c1=O	-6	-1.2	-0.2	-2
O=c1n(Cc2cc3c(cc2Cl)OCO3)c(=O)n2n1CC[C@@H]1/C(=N/OC[C@@H](O)COCc3ccco3)[C@H]3O[C@H]3[C@@H](O)[C@@H]12	5	1.3	0.2	.
O=C(NCCO)c1ccc([N+](=O)[O-])cc1	9	-1.6	0.5	-13
COc1cccc(-c2nnc(-c3ccc(N)cc3)o2)c1	-4	-1.1	0.0	41*
CCn1c(C(=O)O)c(CNCC(C)c2ccccc2)c2ccc(OC)cc21 (stereo unspecified)	-4	-1.6	0.1	0
CC(=O)Nc1ccc(C(=O)N2CCCc3ccccc32)cc1	3	1.0	-0.1	5
CCCOc1ccc(-c2nc3s/c(=C4\C(=O)N(CC)c5ccccc54)c(=O)n3n2)cc1	21	-1.8	0.6	-1
CN(C)c1ccc(/C=N/Nc2ncnc(N)c2[N+](=O)[O-])cc1	10	-0.5	-0.3	20
COc1ccccc1-n1c(=O)[nH]c2c(C(N)=O)nc(-c3ccc(C)o3)nc21	0	-0.8	0.1	5
COc1ccc(-c2ccc(C(=O)N3CCCC(N4CCOCC4)C3)o2)cc1 (stereo unspecified)	-3	1.0	-0.1	-9
COc1cc([N+](=O)[O-])ccc1NC(=O)COC(=O)c1ccccc1NCCO	17	-0.8	0.1	-49
CCn1cc(C(=O)Nc2ccc3c(c2)OCO3)c(=O)c2ccc(C)nc21	20	-1.5	0.0	-7
O=C(CN1CCN(C(=O)c2ccccc2F)CC1)Nc1ccc(Br)cc1	-4	-0.2	-0.3	-8
CCCCn1c(COc2ccccc2C)nnc1SCC(N)=O	13	0.4	-0.2	11
CCOc1ccc(-c2cn(-c3ccc(OC)cc3)c(SCC(=O)Nc3ccc(Cl)cc3)n2)cc1	0	-0.8	-0.3	-12
COc1ccc(NC(=O)c2ccc3c(=O)n(CCc4ccccc4)c(=S)[nH]c3c2)cc1OC	13	1.1	-0.1	-8
CCOC(=O)C(N)/C=C(\C)CP(=O)(O)O (stereo unspecified)	9	-1.0	-0.2	.
O=C(COc1ccc(I)cc1)Nc1ccc(O)cc1C(=O)O	-9	0.2	-0.2	-16
CC(=O)c1cccc(-c2cncc(C(=O)NCc3cccnc3)c2)c1	5	-0.7	0.0	8
CC1OC(C)(c2ccccc2)CN1S(=O)(=O)c1ccccc1 (stereo unspecified)	7	-0.3	-0.1	11
CCOC(=O)C1=C(C)N=C2SCCC(=O)N2C1c1cccc(Cl)c1 (stereo unspecified)	24	-0.8	0.1	-7
O=C(c1ccco1)N1CCN(C(=O)C2(c3cccs3)CCOCC2)CC1	0	1.3	0.0	-8
CCOc1ccccc1N(CC(=O)Nc1c(C)n(C)n(-c2ccccc2)c1=O)S(=O)(=O)c1ccccc1	-12	0.5	-0.5	-13
O=C(OCC(=O)c1cc2ccccc2o1)c1ccc(NS(=O)(=O)c2cccs2)cc1	-16	-3.4	-0.1	-9
CC(C)OC(=O)c1cc2nc(-c3ccc(Br)cc3)cc(C(F)(F)F)n2n1	-9	3.7	0.1	-12
COc1cc(NC(=O)c2cccc(-n3ncc4cc(Nc5ccccc5)ccc43)c2)cc(OC)c1OC	-6	2.1	0.0	31
CCCNC(=O)c1cnn2c(C(F)F)cc(-c3ccccc3)nc12	-5	0.2	-0.1	-12
CCOC(=O)COc1c(Cl)cc(/C=C2/NC(=O)NC2=O)cc1OC	-10	-0.5	-0.3	6
CCCCn1c(=N)n(CCOc2ccccc2)c2ccccc21	4	0.6	0.0	2

Compound profiles, as listed above. Screens in order: MITF primary, GPR151 ag, FBW7 activator, TEAD-YAP block
Entry for COc1cc(NC(=O)c2cccc(-n3ncc4cc(Nc5ccccc5)ccc43)c2)cc(OC)c1OC → -6, 2.1, 0.0, 31
Entry for Cc1ccc(CNC(=O)CCCCCn2c(=O)[nH]c3ccccc3c2=O)cc1 → 12, 0.5, 1.5, 2
Entry for O=C(O)CCC(=O)Nc1ccc(-c2ccccc2)cc1 → 16, 1.3, 0.1, 4
Entry for CCOC(=O)C1=C(C)N=c2s/c(=C/c3cccc([N+](=O)[O-])c3)c(=O)n2C1c1ccc(OC(C)=O)cc1 (stereo unspecified) → 3, -0.4, -0.1, 0

Later entries.
SMILES	MITF primary	GPR151 ag	FBW7 activator	TEAD-YAP block
O=C(Oc1cccc(Cl)c1)N1CCOCC1	1	-1.0	-0.1	-2
Cc1ccn2cc(CNS(=O)(=O)c3ccc4c(c3)CCCC4)nc2c1	0	0.7	-0.2	1
Cn1cnn(CN(CCN2CCOCC2)Cn2ncn(C)c2=S)c1=S	0	0.0	-0.2	-6
O=P1(N2CCOCC2)C=C(c2ccccc2)SC(c2ccccc2)=C1	3	0.5	0.3	0
Cc1cccc(C)c1NC(=O)c1cccc2ccccc12	-7	1.8	0.0	6
COc1ccc(N2C(=O)CC(NCc3ccc4c(c3)OCO4)C2=O)cc1 (stereo unspecified)	5	2.8	0.1	4
COC(=O)c1c(NC(=O)c2ccc(OC)c([N+](=O)[O-])c2)sc2c1CCC2	6	0.1	0.3	3
Cc1c(C(=O)N2CCN(c3ccccc3)CC2)sc2ncnc(N3CCN(c4ccccc4F)CC3)c12	3	0.7	-0.1	2
COCc1cc(C)nc2sc(-c3ccc([N+](=O)[O-])o3)c(-n3cccc3)c12	-1	0.4	0.0	3
CC(=O)Oc1ccc(/C=C2\N=C(C3CCCCC3)OC2=O)cc1	1	-1.4	0.0	2
CCCOc1ccc(/C=C2\C(=O)N(c3ccc(Cl)c(C(=O)O)c3)N=C2C)cc1OC	14	0.5	0.1	0
O=S(=O)(c1cccs1)N1CCc2nc(-c3ccccn3)nc(N3CCCCC3)c2C1	-13	-0.5	-0.4	10
CC(=O)Nc1sc2c(c1C(N)=O)CCN(C(C)=O)C2	15	0.8	0.2	3
NS(=O)(=O)c1ccc(N/C=C/C(=O)c2ccc(Cl)c(Cl)c2)cc1	-51	0.1	0.2	-45
COc1cccc(/C=N/NC(=O)CSc2nc(C)cc(C)n2)c1OC	-16	1.7	-0.1	-3
COc1ccccc1OCC(=O)Nc1ccc(Br)cc1F	17	-0.6	0.0	-13
CC(C)n1c(N2CCc3ccccc3C2)nc2c(N)ncnc21	6	0.8	-0.1	-1
CC(O)CCC(=O)N/N=C/c1ccccc1 (stereo unspecified)	-14	-1.2	0.1	-8
CC(C)(C)OC(=O)N/N=C\c1cc(Br)cs1	15	-1.6	0.8	-44
COc1ccc(-n2nc3c(c2NC(=O)C(C)Oc2ccccc2)CSC3)cc1 (stereo unspecified)	-2	2.9	0.1	-4
COc1cc(C(=O)Nc2nc3c(s2)CCc2ccccc2-3)cc(OC)c1OC	8	-0.8	-0.3	10
CC(=O)c1ccc(NC(=O)C(C)(C(F)(F)F)C(F)(F)F)cc1	13	-0.1	0.2	2
COc1ccc2[nH]cc(NC(=O)NC(C)c3ccncc3)c(=O)c2n1 (stereo unspecified)	7	0.3	0.3	-5
O=C(CSc1nc(O)c(C2CCCCC2)c(=O)[nH]1)NCC1CCCO1 (stereo unspecified)	-7	-0.2	0.0	14
CCOc1ccc(C(=O)NCC2CCCO2)cc1 (stereo unspecified)	6	1.3	-0.4	-42
Nc1c(C(=O)NCC2CCCO2)nnn1-c1ccc(Cl)cc1Cl (stereo unspecified)	2	-0.2	-0.1	1
COc1cc(C(=S)N2CCCCC2)cc(OC)c1O	4	0.1	-0.2	-5
CCN1CCN(C(=O)c2sc3ncn(Cc4ccccc4Cl)c(=O)c3c2C)CC1	-2	-1.6	-0.2	-9
O=C(Cn1nc2c3ccccc3ncn2c1=O)NCc1cccs1	-1	0.3	0.0	-1
COCCCNCCCOc1ccc(C(C)C)c(C)c1	59*	-2.0	-0.2	-5
CN(C)c1ccc(C2NCC(CSc3nc(-c4cccs4)cc(C(F)(F)F)n3)O2)cc1 (stereo unspecified)	10	-0.7	0.1	9
CCOc1ccc(S(=O)(=O)Nc2ccc(F)c(Cl)c2)cc1	-18	3.0	-0.1	11
CSc1nnc2c(n1)OC(c1ccccc1C)Nc1ccc(Br)cc1-2 (stereo unspecified)	19	1.1	0.1	-7
NS(=O)(=O)c1ccc(N/N=C/c2ccccc2OC(F)F)c([N+](=O)[O-])c1	9	-1.0	0.0	-5
Cc1ccc(C(=O)N/C(=C/c2ccccc2F)C(=O)NC2CCCCC2)cc1	16	0.4	0.0	-1
C[C@@H](OCc1ccccc1)[C@@H]1NC(=O)[C@H]2CN(C(=O)c3cccc4ccccc34)CCN2C1=O	14	1.3	0.1	-7
CC1CC(C)CN(C(=O)Cn2c(=O)oc3cc(S(=O)(=O)NC4CCCC4)ccc32)C1 (stereo unspecified)	5	2.0	-0.1	0
Cc1ccnc(NC(=O)Nc2cccs2)c1	-9	-2.4	0.1	-16
CCCCOC(=O)C1=C(C)N(C)C(=O)NC1c1cccc([N+](=O)[O-])c1 (stereo unspecified)	-2	-0.7	0.1	-3
